Screens from PubChem BioAssay.
BoNT-F LC inh – BoNT/F light chain protease inhibitors, primary screen, biochemical, flow cytometry, MLPCN library; actives 0.22% (n = 360,000); inhibition, % at 10 µM; Botulinum neurotoxin type F light chain protease (Clostridium botulinum); Multiplex microsphere protease cleavage assay; in the data active = inhibition above about 35%, passing the limit was not always enough; inconclusive = no clear call, values can overlap the other calls; also: plate controls were buffer without enzyme for full effect and enzyme alone for no effect
Rv3671c protease – Rv3671c serine protease inhibitors, primary screen, biochemical, fluorescence polarization, M. tuberculosis H37Rv; P9WHR9; inhibition, % at 5.96 µM; actives 0.048% (n = 320,000); AID 2606, 2010; in the data active = inhibition above about 38%;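 also: extracellular domain of Rv3671c used as enzyme; 0% = enzyme with DMSO and 100% = no enzyme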
Target sequence (P9WHR9 whole entry, looked up, the tested form may be a part): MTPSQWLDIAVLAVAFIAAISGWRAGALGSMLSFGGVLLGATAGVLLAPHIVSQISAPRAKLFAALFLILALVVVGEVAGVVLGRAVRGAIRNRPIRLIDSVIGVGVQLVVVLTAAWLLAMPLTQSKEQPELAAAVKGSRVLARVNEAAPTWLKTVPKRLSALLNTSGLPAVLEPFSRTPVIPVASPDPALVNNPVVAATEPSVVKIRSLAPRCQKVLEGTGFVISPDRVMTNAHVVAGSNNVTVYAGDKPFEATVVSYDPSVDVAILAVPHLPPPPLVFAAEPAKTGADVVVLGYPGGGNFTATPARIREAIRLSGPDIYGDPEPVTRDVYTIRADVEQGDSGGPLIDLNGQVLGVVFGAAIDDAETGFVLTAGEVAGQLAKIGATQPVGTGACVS
Mtb FBA inh – Mtb FBA enzyme inhibitors, primary screen, biochemical, fluorescence, strain H37Rv; actives 2.3% (n = 360,000); purified M. tuberculosis FBA, fluorescence read-out; inhibition, % at 1 µM; in the data active = inhibition above about 27%;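 also: 0% = vehicle and 100% = reference inhibitor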
Mtb UGM inh – M. tuberculosis UGM enzyme inhibitors, primary screen, biochemical, fluorescence polarization, single point; inhibition, % at 10 µM; actives 0.06% (n = 320,000); UDP-galactopyranose mutase (Mycobacterium tuberculosis (strain ATCC 25618 / H37Rv)), …; purified UGM, fluorescence polarization probe displacement; in the data active = inhibition above about 10%, passing the limit was not always enough; inconclusive = no clear call, values can overlap the other calls
Target sequence (P9WIQ1 whole entry, looked up): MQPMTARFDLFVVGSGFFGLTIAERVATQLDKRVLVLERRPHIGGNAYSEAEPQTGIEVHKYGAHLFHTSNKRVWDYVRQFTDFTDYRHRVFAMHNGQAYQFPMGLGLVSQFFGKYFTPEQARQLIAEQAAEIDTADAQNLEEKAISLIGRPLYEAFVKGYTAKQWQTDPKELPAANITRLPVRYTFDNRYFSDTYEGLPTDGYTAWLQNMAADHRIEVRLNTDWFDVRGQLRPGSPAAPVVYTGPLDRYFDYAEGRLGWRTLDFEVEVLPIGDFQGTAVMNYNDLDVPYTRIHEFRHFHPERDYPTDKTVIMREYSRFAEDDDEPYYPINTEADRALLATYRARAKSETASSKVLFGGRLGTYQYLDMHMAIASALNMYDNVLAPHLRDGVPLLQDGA
MazEF act – activators of E. coli MazEF toxin-antitoxin RNase, primary screen, biochemical, fluorescence, uHTS; activation, % at 20 µM; FAM/BHQ RNA-DNA oligo cleavage fluorescence, 5 h; AID 504720, 2011; actives 0.32% (n = 350,000); Endoribonuclease toxin MazF (Escherichia coli (strain K12)), P0AE70; in the data active = activation above about 50%
Target sequence (P0AE70 whole entry, looked up): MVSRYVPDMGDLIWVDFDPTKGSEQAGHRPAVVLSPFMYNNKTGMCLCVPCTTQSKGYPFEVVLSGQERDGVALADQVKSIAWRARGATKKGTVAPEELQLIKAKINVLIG
PrPC TRFRET – inhibitors of human cell surface prion protein PrPC, primary screen, cell-based, TR-FRET. TR-FRET read-out. inhibition, % at 13.8 µM. Major prion protein (Homo sapiens), P04156. actives 0.43% (n = 370,000); in the data active = inhibition above about 24%; also: 0% = median of the test wells and 100% = reference compound wells
FadD28 binding – inhibitors of FadD28 bisubstrate probe binding, primary screen, biochemical, fluorescence polarization, single point | AID 588549, 2011 | inhibition, % at 12.5 µM | actives 0.22% (n = 360,000) | Mycobacterium tuberculosis FadD28 fatty-acid-AMP ligase; in the data active = inhibition above about 8.5%, passing the limit was not always enough; inconclusive = no clear call, values can overlap the other calls
GDH-TPI inh – GDH-TPI coupling enzyme inhibitors, primary screen, artefact control for M. tuberculosis FBA inhibitor project, biochemical, absorbance, full deck. GDH-TPI coupled enzyme counterscreen, NADH absorbance. AID 588335, 2011. inhibition, % at 4.8 µM. actives 1.2% (n = 360,000); in the data active = inhibition above about 30%;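 also: 0% = DMSO wells and 100% = wells lacking the enzyme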
Mtb BioA inh – M. tuberculosis BioA enzyme inhibitors, primary screen, biochemical, plate reader, single point, HTS | purified M. tuberculosis BioA enzyme | actives 0.096% (n = 360,000) | inhibition, % at 9.99 µM | 7,8-diaminopelargonic acid synthase BioA (Mycobacterium tuberculosis); in the data active = inhibition above about 40%; inconclusive = no clear call, values can overlap the other calls
Numbers without * were called inactive; ? = inconclusive; . = no result given; & = joins results of further samples.

entry	structure	BoNT-F LC inh	Rv3671c protease	Mtb FBA inh	Mtb UGM inh	MazEF act	PrPC TRFRET	FadD28 binding	GDH-TPI inh	Mtb BioA inh
1	COc1cc(/C=N/Nc2nc(=O)[nH]nc2C)cc(OC)c1O	-1	-3	-3	4.2	-4	5	-4.5	2	.
2	CC(=O)Nc1ccc(S(=O)(=O)Nc2ccc3c(c2)n(C)c(=O)n3C)c(C)c1	-19	-5	0	1.1	8	-4	1.0	4	.
3	CCC(CC)C(=O)Nc1cccc(C(=O)Nc2ccc(S(=O)(=O)Nc3ccc(C)cc3)cc2)c1	-4	-191	7	0.5	4	13	-1.3	7	-1.2
4	O=C(COC(=O)/C=C/c1cccs1)Nc1ccccc1Cl	-5	-1	1	0.6	2	2	-1.3	7	.
5	COCCNS(=O)(=O)c1ccc(OCC(=O)N2CCc3ccccc3C2)c(Cl)c1	5	-5	1	-0.2	0	0	-4.0	-8	1.2
6	C=C(CC[C@@H](O)C(C)(C)O)[C@H]1CC[C@]2(C)[C@@H]1CCC1[C@@]3(C)CC[C@H](O)C(C)(C)C3CC[C@]12C (stereo partly specified)	-2	-2	-1	2.9	1	4	-0.9	3	-1.4
7	CC(C)NC(=O)N(C)C[C@H]1Oc2c(NS(=O)(=O)c3ccc(F)cc3)cccc2C(=O)N([C@H](C)CO)C[C@@H]1C	0	0	0	4.0	1	0	-0.7	2	0.3&-0.1
8	CCC(C)N(C(=O)CSc1nnc2ccccn12)C1CCS(=O)(=O)C1 (stereo unspecified)	-5	.	6	.	5	2	-1.8	1	-2.0
9	CCOC(=O)C(C)N1CC(=O)N(c2ccccc2)C1=O (stereo unspecified)	?	2	5	-1.8	2	2	-3.9	-18	-0.2
10	COc1cc2c(cc1OC)C(c1cc([N+](=O)[O-])ccc1O)NCC2 (stereo unspecified)	1	5	-9	-1.3	0	2	-3.0	4	.
11	Nc1ccc2c(c1)Cc1ccccc1-2	-7	-1	14	-4.5	1	11	-2.4	3	-0.5
12	O=C(CNS(=O)(=O)c1ccc([N+](=O)[O-])cc1)N/N=C\c1ccc(O)cc1	19	-2	-1	0.1	4	-41	3.0	9	-0.6
13	CC(C)N(C(=O)COC(=O)[C@@H]1CC(O)CN1S(=O)(=O)c1ccccc1[N+](=O)[O-])C(C)C (stereo partly specified)	-2	-4	-1	1.1	3	6	-0.7	-1	.
14	Cc1nc(CN2CCN(C(=O)NC3(c4ccccc4)CC3)CC2)cs1	-5	-2	1	2.6	-23	0	-2.0	-3	-1.4
15	COc1ccc(C2Nc3ccccc3C(=O)N2O)cc1CN1CCOCC1 (stereo unspecified)	-6	7	1	0.0	3	2	-1.8	6	.
16	O=C(O)CN1C(=O)CSc2ccccc21	0	-10	-1	1.7	2	-1	-1.6	6	3.6
17	CCN(C1CCCCC1)S(=O)(=O)c1ccc(S(=O)(=O)N(CC(=O)Nc2ccccc2)C2CC2)cc1	0	1	4	0.9	-9	-7	-0.7	8	-4.8
18	O=C(CN1CCN(S(=O)(=O)c2cccs2)CC1)N1CCCCC1	12	.	-2	.	6	3	-1.9	3	-0.7
19	COc1c(Br)cc(/C=N/n2c(-c3ccccc3)n[nH]c2=S)c(O)c1Br	.	10	4	2.3	-24	-7	0.6	15	14
20	CCn1c(CNC(=O)C2CCCCC2)cc2cc(C)ccc21	-41	.	5	-1.9	1	0	-1.0	7	-0.7

Individual results from above.
Reading for entry 4 under FadD28 binding: -1.3
Reading for entry 8 under Mtb BioA inh: -2.0

(listing goes on)
entry	structure	BoNT-F LC inh	Rv3671c protease	Mtb FBA inh	Mtb UGM inh	MazEF act	PrPC TRFRET	FadD28 binding	GDH-TPI inh	Mtb BioA inh
21	C=Cn1ccnc1P(=S)(c1ccc2c(c1)c1ccccc1n2CC)c1nccn1C=C	-5	-6	1	-0.3	-5	1	-2.8	3	-1.1
22	Cc1ccc(C)c(OCCC(=O)NNC(=O)Cn2nc(C)cc2C)c1	3	-5	2	0.9	2	4	-0.5	11	.
23	CC1(C)Cc2cccc(OCC(=O)Nc3nccs3)c2O1	-2	2	2	0.6	3	-5	-4.7	-1	.
24	Cc1cc(C)n(-c2ccc(C(=O)NC3CCCCC3)cc2)n1	-4	-4	2	-2.0	0	-3	-0.9	-3	.
25	C/C(=N\NC(=O)c1cc(O)ccc1O)c1cccc(NC(=O)c2cccc(Cl)c2)c1	-11	11	1	-1.7	-4	3	-0.3	2	0.7
26	C[C@@H]1Cn2cnc(C(=O)N[C@@H](Cc3c[nH]c4ccccc34)C(=O)OC(C)(C)C)c2C(=O)N1	-9	.	-1	.	2	2	-1.4	9	0.2
27	O=C(COC(=O)c1ccccc1F)NCc1ccc2c(c1)OCO2	3	8	-2	-0.2	6	4	-2.0	6	-2.8
28	COCCCNC(=O)/C(C#N)=C/c1c(N2CCCCCC2)nc2ccccn2c1=O	3	-9	74*	3.6	1	-21	0.8	12	-1.3
29	COc1ccc(OC(C)C(=O)Nc2cccc(F)c2)cc1 (stereo unspecified)	0	3	-3	-1.6	4	12	-3.8	-9	.
30	Cc1cc(C(F)(F)F)c2sc(N)nc2n1	-18	2	3	0.7	-12	0	0.5	6	-0.1
31	O=C(Cc1ccc([N+](=O)[O-])cc1)N/N=C/c1ccc([N+](=O)[O-])o1	-6	1	-3	-0.9	4	-37	0.0	10	.
32	CS(=O)(=O)Oc1ccc2c(c1)O/C(=C\c1cccc([N+](=O)[O-])c1)C2=O	-11	.	3	-1.1	-4	0	.	9	-0.4
33	Nc1nonc1-n1nnc(C(=O)N/N=C/c2cccnc2)c1-c1ccccc1	.	-1	-1	-1.8	11	4	-1.0	10	6.5
34	Cc1ccc(CSc2ccc(-c3cccs3)nn2)cc1	-2	-1	0	.	2	2	1.4	11	.
35	COc1cccc2cc(C(=O)Nc3ccccc3C(=O)N3CCOCC3)oc12	.	4	0	-0.7	6	12	-2.5	6	0.0
36	CCOC(=O)N1CCN(C(=O)CSc2ccc(-c3ccc(OC)c(OC)c3)nn2)CC1	-2	-8	1	.	5	5	-3.2	30	4.2
37	Cc1ccc(S[C@@H](CCN2CC[C@H](O)CCC2=O)c2ccccc2)cc1	-12	-3	3	-0.1	1	3	-6.7	10	1.9
38	CCOc1ccccc1NC(=O)NC(C)c1ccncc1 (stereo unspecified)	1	0	-4	-1.0	-5	1	-3.8	7	.
39	CN1C(=O)C(C2c3ccccc3C(=O)N2Cc2ccccc2)C(=O)N(C)C1=O (stereo unspecified)	-4	6	0	2.0	7	7	-3.3	-3	-2.9
40	O=C(NCc1ccc(F)cc1)c1ccc(CS(=O)Cc2ccccc2Cl)o1 (stereo unspecified)	-6	-1	-4	-0.5	1	-2	-0.7	6	.

(more compounds)
entry	structure	BoNT-F LC inh	Rv3671c protease	Mtb FBA inh	Mtb UGM inh	MazEF act	PrPC TRFRET	FadD28 binding	GDH-TPI inh	Mtb BioA inh
41	O=C(CNC(=O)c1ccccc1)Nc1ccc(Br)cc1C(=O)c1ccccc1	-232	-3	-2	-0.2	-1	2	-4.5	1	0.7
42	CCOC(=O)c1ccc2c(c1)n(CCCS(=O)(=O)[O-])c(/C=C/c1ccc(Cl)cc1)[n+]2CC	-6	0	-9	-2.3	7	-7	-0.2	27	13
43	NCCCCCCNS(=O)(=O)c1cccc2c(Cl)cccc12	-12	3	0	-2.5	23	2	-3.4	-5	4.0
44	O=[N+]([O-])c1ccccc1Nc1cccc(F)c1	-2	.	-8	.	3	-4	-0.5	2	-1.1
45	COc1ccc(CNC(=O)CN(c2ccc(C(C)C)cc2)S(=O)(=O)c2c(C)noc2C)cc1	.	-2	2	0.3	6	-5	3.8	-9	1.1
46	CCOC(=O)C(NC(C)=O)(Nc1ccc(F)cc1)C(F)(F)F (stereo unspecified)	-7	-9	0	1.5	-1	2	-2.0	5	-0.3
47	Cc1ccc(OC(=O)c2sc(Cl)nc2C)cc1C	-4	-9	3	0.2	1	6	-0.7	2	.
48	O=C(Nc1ccc(S(=O)(=O)Nc2nccs2)cc1)c1ccncc1	0	.	0	.	.	5	-0.9	.	.
49	Fc1ccc(-c2nnc(-c3ccc(Cl)cc3)o2)cc1	-11	4	1	2.7	1	2	-1.2	6	1.9
50	Cc1c(C(c2ccc(C(=O)O)cc2)c2c(C)n(C)n(-c3ccccc3)c2=O)c(=O)n(-c2ccccc2)n1C	9	4	-1	-0.1	-1	7	-0.2	6	-1.0
51	CC(=O)Nc1ccccc1-c1nn[nH]n1	7	5	3	2.8	-1	12	-0.4	8	-4.1
52	O=C(Nc1cccc(F)c1)c1ccccc1	-2	5	-1	-2.0	6	-5	0.5	-7	-0.4
53	CCCOCC1CC2(CC(C)(c3csc(N)n3)OC2=O)C(=O)O1 (stereo unspecified)	7	7	1	2.2	15	6	1.0	2	-0.8
54	Cc1ccc(NC(=O)c2ccc(NCCCN3CCC(C)CC3)c([N+](=O)[O-])c2)cc1F	-1	12	1	2.0	6	-23	0.9	5	.
55	Cc1ccccc1CNS(=O)(=O)c1csc(C(N)=O)c1	2	-6	-1	-0.1	-15	-7	0.7	7	-0.2
56	Brc1ccc2[nH]c3c(c2c1)CCC3	?	1	0	2.1	7	7	-2.7	2	-0.5
57	CN(C)S(=O)(=O)c1ccc(SCC(=O)Nc2cccc(S(=O)(=O)N3CCCC3)c2)nc1	0	.	-1	.	-2	5	-3.7	12	-0.4
58	O=C(CN(Cc1ccc(Cl)cc1)C(=O)c1csnn1)NCc1ccccc1	-3	1	-7	-0.1	0	0	-2.0	-8	0.2

Results in sequence from the entries so far:
BoNT-F LC inh, nos. 51 to 55, in order: 7, -2, 7, -1, 2

Gathered by group: the compounds so far containing a furan ring, fused or not.
entry	structure	BoNT-F LC inh	Rv3671c protease	Mtb FBA inh	Mtb UGM inh	MazEF act	PrPC TRFRET	FadD28 binding	GDH-TPI inh	Mtb BioA inh
31	O=C(Cc1ccc([N+](=O)[O-])cc1)N/N=C/c1ccc([N+](=O)[O-])o1	-6	1	-3	-0.9	4	-37	0.0	10	.
35	COc1cccc2cc(C(=O)Nc3ccccc3C(=O)N3CCOCC3)oc12	.	4	0	-0.7	6	12	-2.5	6	0.0
40	O=C(NCc1ccc(F)cc1)c1ccc(CS(=O)Cc2ccccc2Cl)o1 (stereo unspecified)	-6	-1	-4	-0.5	1	-2	-0.7	6	.
